M1 ag: human M1 muscarinic receptor agonists, primary screen, Fluo-8 calcium fluorescence, CHO-K1 cells, HTS | hit rate 0.33% among 360,000 | AID 588814, 2011 | CHO-K1 hM1, agonist mode; 0% DMSO, 100% acetylcholine EC100 | activation, % at 3 µM;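 active means activation above the run's mean compound activation plus 3 SD, cut at about 16% in these data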;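 further: peak over basal fluorescence ratio within a 140 s kinetic read after compound addition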
OXTR agonist: human OXTR agonists, primary screen, fluorescence, CHO-OTR cells, Fluo-8 calcium | Oxytocin receptor (Homo sapiens), P30559 | Fluo-8 calcium fluorescence; normalized: DMSO 0%, oxytocin 100% | activation, % at 3 µM | hit rate 0.32% among 320,000;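 active means activation above the mean of all tested compounds plus 3 SD, cutoff set per screening run, cut at about 20% in these data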;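 further: peak over basal fluorescence ratio from a 100 s FLIPR kinetic read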
Target sequence (P30559 whole entry, looked up): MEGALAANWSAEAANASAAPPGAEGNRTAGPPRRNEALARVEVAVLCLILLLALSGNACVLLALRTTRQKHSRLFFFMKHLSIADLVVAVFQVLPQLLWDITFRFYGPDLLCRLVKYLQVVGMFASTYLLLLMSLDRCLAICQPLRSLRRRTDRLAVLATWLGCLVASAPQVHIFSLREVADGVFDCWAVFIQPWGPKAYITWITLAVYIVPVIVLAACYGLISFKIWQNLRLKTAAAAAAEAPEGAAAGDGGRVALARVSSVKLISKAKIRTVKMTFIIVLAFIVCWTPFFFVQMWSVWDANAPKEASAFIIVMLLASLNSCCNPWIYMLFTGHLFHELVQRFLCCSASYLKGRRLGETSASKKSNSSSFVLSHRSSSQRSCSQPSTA
CHRM1 antagonist: human M1 muscarinic receptor antagonists, primary screen, CHO-K1 cells, Fluo-8 calcium fluorescence, 1536-well; CHO-K1 hM1, ACh EC80 antagonist; inhibition, % at 3 µM; hit rate 1.3% among 360,000;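 active means percent inhibition above its own plate's cutoff, namely the mean of that plate's compound wells plus 3 SD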;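 further: peak over basal fluorescence ratio during 140 s after agonist addition; 0% = ACh EC80 plus DMSO and 100% = DMSO alone without agonist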
V1aR counter: agonists of human V1a receptor, primary screen, counter-screen for OXTR agonist project, fluorescence, CHO-V1R cells | AID 2797, 2010 | Fluo-8 calcium fluorescence, agonist mode; 0% DMSO, 100% 3 nM vasopressin | Vasopressin V1a receptor (Homo sapiens), P37288 | activation, % at 3 µM | hit rate 0.25% among 320,000;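 active means activation above the mean activation of all tested compounds plus 3 SD, per screening run, cut at about 20% in these data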;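 further: signal is peak over basal fluorescence ratio across a 100 second FLIPR read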
Target sequence (P37288 whole entry, looked up): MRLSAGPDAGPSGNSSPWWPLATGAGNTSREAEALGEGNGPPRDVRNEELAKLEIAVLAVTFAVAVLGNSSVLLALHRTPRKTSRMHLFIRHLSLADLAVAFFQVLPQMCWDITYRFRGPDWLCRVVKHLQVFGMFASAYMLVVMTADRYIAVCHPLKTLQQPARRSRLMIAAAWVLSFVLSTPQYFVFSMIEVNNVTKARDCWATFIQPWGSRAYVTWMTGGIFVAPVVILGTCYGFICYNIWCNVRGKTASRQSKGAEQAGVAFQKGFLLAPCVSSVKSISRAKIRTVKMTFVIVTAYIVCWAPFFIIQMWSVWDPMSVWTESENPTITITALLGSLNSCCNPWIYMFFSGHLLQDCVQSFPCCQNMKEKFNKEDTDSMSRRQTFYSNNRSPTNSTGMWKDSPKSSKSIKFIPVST
TAAR1 antag: human TAAR1 antagonists, primary screen, Fluo-8 calcium fluorescence, CHO RD-HGA16 cells; antagonist; inhibition, % at 3 µM; hit rate 1.5% among 360,000; AID 624466, 2012;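 active means inhibition above a per-plate cutoff, the mean inhibition of test compounds on that plate plus 3 SD, cut at about 49% in these data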;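 further: 0% = DMSO plus EC80 beta-PEA response and 100% = DMSO alone without agonist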
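System: RD-HGA16 CHO cells with stable hTAAR1 and Gα16 | Probe or stimulus: EC80 β-phenethylamine stimulus | Dosing: 3 µM, single point | Times: Dye loading 75 min at 37 °C, then 30 min room temperature | Measured by: Fluo-8 calcium-sensitive fluorescence | Read-out basis: % inhibition of agonist calcium response | Replicates: n of 1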
CHRM1 PAM: human M1 muscarinic receptor positive allosteric modulators, primary screen, CHO-K1 cells, Fluo-8 calcium fluorescence, 1536-well | Muscarinic acetylcholine receptor M1 (Homo sapiens), P11229 | CHO-K1 hM1, ACh EC20; 0% = ACh EC20, 100% = maximal ACh | activation, % at 3 µM | hit rate 0.088% among 360,000 | AID 588819, 2011; in the data active means activation above about 19%, passing the limit was not always enough
CHO parental Ca: ATP-evoked calcium signal inhibitors, parental CHO, primary screen, counter-screen for OX1R antagonist project, cell-based, fluorescence, Fluo-8 calcium dye. parental CHO-K1, ATP-induced calcium, Fluo-8 fluorescence. inhibition, % at 5.6 µM. hit rate 0.63% among 330,000;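 active means inhibition above that plate's mean sample inhibition plus 3 SD, cut at about 26% in these data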;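 further: 0% = ATP-challenged DMSO wells and 100% = DMSO wells without ATP; some compounds past the cut are filed as inactive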
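Assay system: parental CHO cells; Read-out basis: percent inhibition of ATP-evoked calcium rise, normalized to controls; Benchmarks: ATP and no-ATP DMSO wells; Compound dosing: single nominal dose of 5.6 µM per compound; Signal: Fluo-8 calcium dye fluorescence; Also added: ATP as calcium-mobilizing challenge; Repeats: singlicate.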
TAAR1 agonist: human TAAR1 agonists, primary screen, Fluo-8 calcium fluorescence, CHO RD-HGA16 cells. vehicle wells 0%, saturating PEA agonist 100%. activation, % at 3 µM. hit rate 0.99% among 360,000. Trace amine-associated receptor 1 (Homo sapiens), Q96RJ0;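 active means activation above the mean activation of all test compounds in the run plus 3 SD, cut at about 38% in these data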
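Test system: RD-HGA16 (CHO) cells co-expressing Gα16 and hTAAR1; dosing: one-point dosing at 3 µM (nominal); timing: 17-24 h seeding, 75 min 37 °C dye, 30 min RT; signal: kinetic Fluo-8 calcium fluorescence; read-out basis: % activation relative to PEA EC100 response; controls: DMSO and PEA EC100; replicates: n 1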
OXTR potentiate: human OXTR potentiators, primary screen, fluorescence, CHO-OTR cells, Fluo-8 calcium; Oxytocin receptor (Homo sapiens), P30559; Fluo-8 calcium fluorescence, potentiator mode; 0% = oxytocin EC15, 100% = EC100; activation, % at 3 µM; hit rate 0.061% among 320,000; AID 2445, 2010;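 active means activation above that plate's cutoff, the mean activation of tested compounds plus 3 SD, cut at about 6.6% in these data, passing the limit was not always enough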;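 further: 100% uses oxytocin at 75 nM as the full agonist control; some results filed as inactive read as strong as hits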
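Assay system: CHO-OTR cells, human receptor / Also added: oxytocin at about EC15, sub-maximal agonist stimulus / Dosing: single dose, 3.0 µM nominal final compound concentration / Incubation: 6 min pre-incubation, 100 s read / Technique: Fluo-8 calcium dye fluorescence / Read-out: % activation vs EC15 and EC100 oxytocin / Benchmarks: EC15 oxytocin low, 75 nM oxytocin high / Replicates: singlicate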
* = called active by the depositor; . = not tested or not shown.

SMILES	M1 ag	OXTR agonist	CHRM1 antagonist	V1aR counter	TAAR1 antag	CHRM1 PAM	CHO parental Ca	TAAR1 agonist	OXTR potentiate
Cc1cccc(N(CC(=O)N2CCCC2)S(C)(=O)=O)c1C	-4	.	-6	.	-8	1	.	0	.
Cc1ccccc1NC(=O)N1c2ccccc2CC1C (configuration not stated)	-7	-1.9	-7	-0.7	14	11	3	2	-19
COc1cccc(N2C(=O)CC(N3CCc4ccccc43)C2=O)c1 (configuration not stated)	-1	0.2	9	0.1	-19	-5	1	2	-13
Cc1ccc(-n2c(SCC(=O)N3CCOCC3)nnc2-c2ccncc2)cc1	0	0.3	-46	0.8	-24	26	-12	5	3
Cc1ccc(C)c(NC(=O)CN(C)C(=O)Cn2c(=O)oc3ccccc32)c1	-2	0.9	-17	0.2	-13	7	-16	1	-5
COc1ccccc1Nc1nn2c(=O)c3ccc(C(=O)N4CCCCC4)cc3nc2s1	-1	-0.8	0	-0.2	-11	2	-14	1	-15
CC(C)C(NC(=O)OCc1ccccc1)C(=O)NCC(=O)OC(C)(C)C (configuration not stated)	-4	-0.4	-9	-0.1	-24	6	-19	3	-6
CCCCN(C(=O)c1ccccc1OCc1ccc(F)cc1)c1c(N)n(CC(C)C)c(=O)[nH]c1=O	-4	-0.2	-7	0.3	-21	7	-22	1	-2
CCOC(=O)c1sc2ncnc(N3CCN(CC)CC3)c2c1C	-11	0.3	-13	1.7	12	7	-31	0	-7
COc1ccc(C(=O)c2ccc(OC)c3cccc(O)c23)cc1OC	-1	5.3	-3	3.4	-3	9	-9	12	-10
CNC(=O)n1cc(C)c(-c2cccs2)n1	-6	-1.9	5	0.0	3	2	-2	0	-5
CC(=O)Nc1ccc2nc(-c3ccccn3)[nH]c2c1	0	0.7	3	1.6	3	-2	-18	13	-4
O=c1ccn(Cc2ccccc2)c2ccccc12	4	5.6	8	8.6	10	-4	1	18	-1
COCc1nc(-c2ccc(-c3ccc(OC)cc3)nc2OC)no1	-3	-0.1	1	0.5	-1	6	-11	0	-2
O=C(NCc1ccco1)C1CCCN(S(=O)(=O)c2cnc[nH]2)C1 (configuration not stated)	-1	1.8	-13	0.7	-8	3	1	1	1
CC1C(=O)NN=C1C(=O)N/N=C\C(Br)=C\c1ccccc1 (configuration not stated)	-5	.	-4	.	-4	8	.	13	.
Cn1c(=O)c2c(O)c(Cc3ccccc3)c(=O)n(C)c2n(C)c1=O	-4	-0.8	-20	-0.1	10	13	-23	0	-13
CCOC(=O)C1CSC(CC(=O)Nc2ccc(Cl)c(Cl)c2)C(=O)N1 (configuration not stated)	-2	4.0	-11	4.3	1	6	-19	9	-15
Nn1c(SCc2cccc(Cl)c2)nnc1-c1ccncc1	-4	-1.3	10	0.2	-20	-4	-23	3	-11
CN(C)c1ccc(C2C3C(=O)NC(=O)C3ON2c2ccc(Cl)cc2)cc1 (configuration not stated)	-5	1.2	-9	0.2	-3	1	-6	2	-8
O=C(CCS(=O)(=O)c1cccc2nonc12)N1CCOCC1	-3	-0.3	-3	5.7	1	6	-8	7	-14
COc1ccc(CCNC(=O)c2cccc(NC(=O)CC3SC(N4CCCCC4)=NC3=O)c2)cc1OC (configuration not stated)	-2	-0.9	3	0.2	-28	0	-1	-1	-5
Cn1nc(C(=O)Nc2ccc3c(c2)OCCO3)cc1C(=O)O	0	-1.0	-9	0.8	.	4	-12	.	1
Cc1cccc(Cl)c1OCCN1CCCC1	-10	-0.4	5	1.4	-10	-8	-7	1	-6
Cc1cccc(Nc2nc(N)c(C#N)c(CC#N)c2C#N)c1	-6	0.7	-3	0.7	-12	0	2	3	-3
CCCC1=Nc2cc(C(=O)NCCN3CCOCC3)ccc2Sc2ccc(C)cc21	-4	0.1	-2	-0.3	-13	-1	-19	7	-6
COc1ccccc1N1CCN(S(=O)(=O)CCNC(=O)c2cccc(F)c2)CC1	-2	0.6	-2	2.5	-2	-1	-17	8	-5
O=C(NC(=O)c1ccccc1O)c1ccc2c(c1)CCO2	-1	-2.2	-6	-1.2	-8	5	-6	0	-8
COc1cc(/C=C(\C#N)C(=O)NCC2CCCO2)ccc1O (configuration not stated)	-5	-0.7	-3	1.2	-12	6	-7	1	-10
Cc1c(C(=O)N(C)CC(=O)Nc2cccc(F)c2)oc2c(Cl)cccc12	0	-0.6	6	-0.3	3	0	-31	3	-7
Cc1ccccc1C(=O)Nc1cccc(C(=O)N/N=C/c2ccccn2)c1	-4	0.0	1	-0.2	19	-6	-19	6	-4
CCOC(=O)C1CCN(S(=O)(=O)c2ccc(Cl)cc2)CC1	-5	-0.8	-6	0.5	-3	9	-9	-1	-10
CSc1cccc(NC(=O)NNC(=O)C2CCN(S(=O)(=O)N(C)C)CC2)c1	-1	0.2	-4	0.4	-17	8	18	5	-10
O=C(C(c1ccccc1)c1ccccc1)N(Cc1ccco1)C1CCS(=O)(=O)C1 (configuration not stated)	-4	0.3	-11	-0.4	10	7	-30	3	-4
COC(=O)[C@@H](NC(=O)Nc1cc(Cl)ccc1C)C(C)C	-2	-1.0	-15	-0.1	-10	8	-8	4	0
CC1CCCN(CC(O)COCc2ccccc2)C1 (configuration not stated)	-7	-0.5	5	0.7	5	2	14	6	-8
OC(COCC1CC=CCC1)Cn1cnc2ccccc21 (configuration not stated)	2	2.8	-12	1.5	-14	24*	-5	4	-1
CC(=O)Nc1cccc(OCCCOc2cccc([N+](=O)[O-])c2)c1	0	.	21	.	20	-20	.	3	.
Cc1cccc2sc(NNC(=O)C3COc4ccccc4O3)nc12 (configuration not stated)	-1	2.6	-6	2.8	-4	5	-7	-1	-7
CCN1CCN(c2c(/C=C3\SC(=S)N(Cc4ccco4)C3=O)c(C)c(C#N)c(=O)n2C)CC1	7	14	11	20*	18	-10	7	9	-10
COC(=O)c1nnn(-c2nonc2N)c1CSc1nc2ccccc2s1	-2	2.4	3	0.9	21	-4	-13	6	-16
Cc1ccc(/C=N/NC(=O)CNC(=O)c2ccc(S(=O)(=O)N(C)C)cc2)o1	-6	1.2	-8	0.9	8	13	-9	7	-4
CC(=O)Nc1ccc(-c2ccnc3c2CC(C(=O)Nc2cccc(C(C)=O)c2)O3)cc1 (configuration not stated)	4	.	-11	.	-3	13	.	11	.
COc1ccc(OC)c(CCNC(=O)c2sc3nc4n(c(=O)c3c2C)CCC4)c1	-3	-0.7	-8	0.1	-4	1	-11	3	2
Oc1cncc(-c2cccnc2)c1	-2	0.0	2	0.6	7	-1	-5	9	-3
O=C(COC(=O)c1ccccc1-c1nc2ccccc2s1)Nc1ccccc1C(F)(F)F	-3	-0.8	0	-0.5	0	9	-27	4	-12
N#CCCN1CCN(C2=NC(=O)C(=C3CCCCC3)S2)CC1	-7	0.8	-6	-0.5	-10	8	-22	6	7
CCCCn1c(N)c(N(CCOC)C(=O)CSc2n[nH]c(-c3ccc(C)cc3)n2)c(=O)[nH]c1=O	-3	-0.7	2	-0.6	9	-1	-7	0	1

Ordered by value in CHRM1 PAM (smallest number first): some entries from above
smiles	CHRM1 PAM
CC(=O)Nc1cccc(OCCCOc2cccc([N+](=O)[O-])c2)c1	-20
Oc1cncc(-c2cccnc2)c1	-1
OC(COCC1CC=CCC1)Cn1cnc2ccccc21 (configuration not stated)	24*

The listing continues.
SMILES	M1 ag	OXTR agonist	CHRM1 antagonist	V1aR counter	TAAR1 antag	CHRM1 PAM	CHO parental Ca	TAAR1 agonist	OXTR potentiate
COc1ccc(NC(=O)c2cccc(-c3ccc(O)cc3)c2)cn1	1	9.7	-6	11	15	-1	6	11	-11
COc1ccc(-c2[nH]ncc2CNC(C)CCn2cccn2)c(F)c1 (configuration not stated)	-4	-0.1	-6	-0.8	3	1	-19	-1	-6
CCc1nc2ccc(C(=O)Nc3cccc(OCC(=O)N(C)C)c3)cn2c1N(C)C(=O)c1cccc(OC)c1	-4	.	-5	.	-6	7	.	3	.
O=C(NN1CCOCC1)c1ccccc1F	-1	0.3	-13	-0.6	-15	10	-2	0	1
CC(C)(C)c1nc(Sc2ncccc2[N+](=O)[O-])n[nH]1	-4	-0.1	23	-0.4	4	-14	-2	0	-14
COc1ccc(OC)c(N2C(=O)CC(Cc3ccc(C)cc3)C2=O)c1 (configuration not stated)	-1	1.2	-14	4.4	-3	5	-24	3	-1
CCN(C(=O)Nc1ccccc1)c1ccccc1	-1	0.1	-4	-0.1	-1	7	6	3	-7
Cc1ccsc1C(=O)NCc1ccc(Cl)cc1	-7	-0.8	-10	0.5	-2	4	-5	3	1
CCCCN(C=O)c1c(CC)nc2c(OCc3ccccc3C(=O)OC)cccn12	-8	.	-9	.	11	3	.	-2	.
CNS(=O)(=O)c1cccc(C(=O)OCC(=O)N2CCN(C(=O)c3ccco3)CC2)c1	-2	1.9	-10	0.7	4	14	-10	-1	0
CC(=O)c1c(C)[nH]c(C(=O)Nc2nc(-c3ccccc3)c(C)s2)c1C	-4	0.5	-10	0.7	16	8	-10	1	-6
C/C(N)=C(/C#N)C(=O)COC(=O)c1ccc(NC(N)=O)cc1	-2	1.2	-16	2.0	-13	1	-4	0	-2
Cc1ccc(-n2nnnc2Sc2nc([N+](=O)[O-])nn2C)cc1	-6	-0.5	2	0.7	-17	-1	-6	10	1

Screens from PubChem BioAssay.
